FLuc modulator: firefly luciferase modulation, counter-screen for miR-21 project; P08659; purified FLuc, Km substrates, luminescence inhibition; Potency, µM (titrated, usually from 57.5 µM), for the others: top-dose activity change, negative = inhibition, actives largely listed as inhibitors; actives 6.9% (n = 360,000); AID 588342; active = well fitted inhibition curve with a large enough effect; inconclusive = small, poorly fitted or top-dose-only effect;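 also: plate controls were vehicle for no effect and reference inhibitor for full effect; nearly all actives have a fitted effect of over 55% in size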
Target sequence (P08659 whole entry, looked up): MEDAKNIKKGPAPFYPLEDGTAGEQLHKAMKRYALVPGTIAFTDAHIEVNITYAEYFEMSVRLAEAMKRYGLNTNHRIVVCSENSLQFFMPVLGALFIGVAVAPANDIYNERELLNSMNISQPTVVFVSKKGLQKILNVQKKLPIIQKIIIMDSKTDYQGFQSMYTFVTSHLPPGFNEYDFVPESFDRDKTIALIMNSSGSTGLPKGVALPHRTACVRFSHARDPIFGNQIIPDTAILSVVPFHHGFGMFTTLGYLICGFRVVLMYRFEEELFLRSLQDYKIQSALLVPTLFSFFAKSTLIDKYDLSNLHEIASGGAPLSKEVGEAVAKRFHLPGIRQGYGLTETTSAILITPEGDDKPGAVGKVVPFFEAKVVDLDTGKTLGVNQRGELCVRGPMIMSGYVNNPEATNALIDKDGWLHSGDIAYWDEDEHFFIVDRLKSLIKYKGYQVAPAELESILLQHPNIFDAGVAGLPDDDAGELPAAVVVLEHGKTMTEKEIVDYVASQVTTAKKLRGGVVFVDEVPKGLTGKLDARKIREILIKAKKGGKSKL
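Biochemical qHTS of compounds, final roughly 60 µM downward over six points, against 10 nM purified firefly luciferase using Km concentrations of substrates (10 uM D-luciferin, 10 uM ATP) in Tris acetate pH 7.5 buffer; luminescence output.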
Numbers without * were called inactive; ? = inconclusive. Potency is read from the fitted curve at half-maximal effect. The list is partial; count on the stated rates, not on these rows.

smiles	FLuc modulator
CCOC(=O)c1ccc(N2C(=O)c3n[nH]c(C)c3C2c2ccc(C(C)(C)C)cc2)cc1 (configuration not stated)	1.1%
COc1ccc(N2CC3=C(C2=O)C(c2ccc(Br)cc2)NC(=O)N3C)cc1 (configuration not stated)	-1.5%
COc1ccc(OC)c(Nc2nc3ccccc3n3c(C)nnc23)c1	0.9%
COc1ccc(CN(CCC(c2ccc3c(c2)OCO3)c2ccccc2OC)C(C)=O)cc1 (configuration not stated)	-19.5%
COc1ccc(-n2c(SCC(=O)c3ccccc3)nc3c([nH]c4ccccc43)c2=O)cc1	-0.4%
Cc1ccc(Cn2cc(CCC(=O)NC3CCCCC3)c3ccccc32)cc1	-10.6%
COc1ccc(N(C(=O)COc2ccccc2OC)S(=O)(=O)c2ccc(Cl)cc2)cc1	-0.3%
COc1ccccc1CNC(=O)C1(c2cccs2)CCOCC1	4.4%
Cc1nc(N2CCOCC2)c2c(C(=O)NCc3cccc(Cl)c3)c(C)oc2n1	-2.7%
CCOC(=O)c1c(C)n(-c2ccccc2)c2ccc(OC(=O)c3ccc(OCC)c(OCC)c3)cc12	5.8%
Cc1nnc(N2CCC(C(=O)NCc3ccc(F)cc3)CC2)c2nn(-c3ccc(Cl)cc3)c(C)c12	-8.8%
CCCCC(CC)CNC(=O)c1ccc(Cn2c(=O)[nH]c3cc(OC)c(OC)cc3c2=O)cc1 (configuration not stated)	2.6%
O=C(COc1ccccc1)Nc1sc2c(c1C(=O)Nc1ccccc1)CCCCC2	7.8%
CCCCNC(=O)C1CCN(S(=O)(=O)c2cc(Br)cc3c2N(C(=O)CC)CC3)CC1	-3.1%
CCOc1ccc(NC(=O)CSc2ccc3ccccc3n2)cc1	-13.1%
Fc1ccc(-n2ncc3c(Nc4ccc(Oc5ccc(Cl)cc5)cc4)ncnc32)cc1	0.6%
CC(C)c1nn2c(=O)cc(COC(=O)c3ccco3)nc2s1	?
CCc1ccc(-n2c(=O)c3c4c(sc3n(Cc3ccc(C)cc3)c2=O)CCC4)cc1	-3.2%
CCCn1c(=O)sc2cc(NC(=O)c3ccccc3OCC)ccc21	4.6%
CCOC(=O)c1ccc(N2C(=O)c3n[nH]c(-c4ccco4)c3C2c2cccc(OC)c2)cc1 (configuration not stated)	4.6%
Cc1ccc2sc(N(CCCN(C)C)C(=O)c3ccco3)nc2c1C	0.9%
Cc1ccc(CNC(=O)CSc2n[nH]c(-c3ccc(F)cc3)n2)cc1	-20.0%
O=C(NCCc1csc(-c2ccc(F)cc2)n1)c1cccs1	?
Cc1cc(C)cc(NC(=O)c2cc(CN3CCCC3)on2)c1	?
CC(=O)c1cccc(NC(=O)Cn2c(=O)oc3cc(S(=O)(=O)NC4CCCC4)ccc32)c1	-1.1%
COc1ccccc1NC(=O)Cn1c(=O)n(Cc2ccccc2)c(=O)c2sc3ccccc3c21	0.1%
CCn1c(=O)cc(OCC(=O)N2CCN(c3ccccc3OC)CC2)c2ccccc21	7.2%
Cc1ccc(CCNC(=O)CCCn2nc(C)c3c(C)n(-c4ccccc4)nc3c2=O)cc1	-10.4%
CC(C)(C)C(=O)Cn1c(=O)n(-c2ccc(Cl)c(Cl)c2)c(=O)c2c3c(sc21)CCCC3	-6.5%
COc1cc(OC)c(NC(=O)Cc2c(C(=O)O)c(C)cn2C)cc1Cl	?

Some of the entries so far, with each value named.
> Cc1ccc(CNC(=O)CSc2n[nH]c(-c3ccc(F)cc3)n2)cc1
- FLuc modulator = -20.0%
> O=C(NCCc1csc(-c2ccc(F)cc2)n1)c1cccs1
- FLuc modulator = ?
> Cc1cc(C)cc(NC(=O)c2cc(CN3CCCC3)on2)c1
- FLuc modulator = ?
> CC(=O)c1cccc(NC(=O)Cn2c(=O)oc3cc(S(=O)(=O)NC4CCCC4)ccc32)c1
- FLuc modulator = -1.1%

Further results
smiles	FLuc modulator
COC(=O)c1cc(NC(=O)CCc2c(C)nc3nc(C)nn3c2C)cc(C(=O)OC)c1	-2.3%
Cc1cccc(C)c1NC(=O)CSCc1cnn(-c2ccccc2)c1-n1cccc1	-10.0%
CCN1CCN(c2cc(C)c3cc(NC(=O)c4cc(Cl)ccc4OC)ccc3n2)CC1	?
Cc1ccc(C)c(NC(=O)Cn2c(=O)n(-c3ccccc3C)c(=O)c3c2c2cc(C)ccc2n3C)c1	-4.1%
O=C(Nc1ccc(F)c(Cl)c1)N1CC=C(c2c[nH]c3ccccc23)CC1	-12.4%
COc1ccc(CNC(=O)Cn2nnc(-c3ccc(S(C)(=O)=O)cc3)n2)cc1	-1.0%
Cc1ccccc1-c1nnc(CN2CCN(c3ccccn3)CC2)o1	-5.8%
COc1ccc(C(=O)c2c(N)c(-c3nc(-c4ccc5c(c4)OCO5)cs3)c3ccccn23)cc1	-0.1%
O=C(CN1C(=O)CSc2ccc(S(=O)(=O)N3CCCCC3)cc21)NCc1ccc(F)cc1Cl	-17.9%
CC1=C(C(N)=O)C(c2cccc(C)c2)n2nc(-c3cccc(C)c3)nc2N1 (configuration not stated)	-12.1%
Cc1ccc(CCNC(=O)C(C)n2nc(C)c3c(C)n(-c4ccc(C)cc4)nc3c2=O)cc1 (configuration not stated)	-2.8%
CCc1cccc(NC(=O)Cn2c(=O)ccc3cc(S(=O)(=O)N4CCC(C)CC4)ccc32)c1	0.8%
Cc1noc(-c2ccc(-c3noc(-c4ccc([N+](=O)[O-])c(C)c4)n3)cc2)n1	-0.3%
CCC(C(=O)Nc1ccc(C(=O)OC)cc1)n1nc(-c2ccc(C)c(C)c2)ccc1=O (configuration not stated)	-9.0%
Cc1[nH]c2ccccc2c1C(=O)C(=O)NC1CC(=O)N(c2cccc(F)c2)C1 (configuration not stated)	2.9%
COc1cc(-c2nnc(SCC(=O)N3CCCc4ccccc43)o2)cc(OC)c1OC	-2.6%
Cc1cccc(N2CCN(C(=O)Cn3ncc4c5ccccc5n(C)c4c3=O)CC2C)c1 (configuration not stated)	-17.6%
CCOC(=O)N1CCc2c(sc3c2c(=O)n(CCc2ccccc2)c(=O)n3Cc2c(F)cccc2Cl)C1	0.2%
Cc1ccc2c(C)c(C(=O)N(Cc3ccc(Cl)cc3)C3CCS(=O)(=O)C3)oc2c1 (configuration not stated)	0.4%
COc1ccc(C)cc1NC(=O)C(CCSC)NS(=O)(=O)c1ccc2c(c1)oc(=O)n2C (configuration not stated)	-2.7%
Cc1ccccc1C(=O)Nc1nnc(S(=O)(=O)N2CCCc3ccccc32)s1	2.2%
COc1ccc2oc(=O)c(-c3nc(-c4cc(OC)c(OC)c(OC)c4)no3)cc2c1	1.0%
COc1ccccc1CN1CCN(C2CCN(C(=O)NC(C)C)CC2)C(=O)C1=O	1.2%
O=S(=O)(NCC(c1ccco1)N1CCN(c2ccccc2)CC1)c1ccccc1 (configuration not stated)	-1.2%
COc1cc(/C=C/c2nc3cc(Cl)ccc3c(=O)n2-c2cccc(C(F)(F)F)c2)cc(OC)c1OC	-1.5%
COc1ccc(CNC(=O)c2ccc(CNS(=O)(=O)c3ccc(OC)cc3)cc2)cc1	?
Cc1ccccc1NC(=O)CSC1=Nc2ccccc2C2=NC(CCC(=O)NCc3ccccc3)C(=O)N12 (configuration not stated)	-6.0%
COc1ccc(NC(=O)Nc2sc3nc4n(c(=O)c3c2C)CCC(C)CC4)cc1OC (configuration not stated)	2.9%
O=C(CCn1cnnn1)Nc1cc(C(F)(F)F)cc(C(F)(F)F)c1	-13.8%
CCOc1ccc(CNC(=O)Cn2cc3c(n2)-c2c(oc(C(=O)N4CCCC4)c2C)CC3)cc1	-0.8%
Cc1ccccc1N(C)C(=O)c1noc2c1COc1ccccc1-2	-6.8%
COc1ccc(-n2nc(C(=O)NCCc3ccc(OC)c(OC)c3)c3c4ccccc4n(C)c3c2=O)cc1	-1.4%
COc1cccc2cc(C(=O)Nc3ccc(F)c(F)c3)c(=O)oc12	0.4%
CN1CCC(NC(=O)c2cnn3c2NC(=C2CC2)C=C3C(F)F)CC1	2.7%
CCC(Cc1ccccc1)NC(=O)CN1C(=O)COc2ccc(S(=O)(=O)N3CCCCCC3)cc21 (configuration not stated)	-4.3%
CCOc1ccc(CCNC(=O)c2cc3c(=O)n(C)c4ccccc4c3n2C)cc1	2.7%
COc1ccc(OC)c(CNS(=O)(=O)c2cc(-c3onc(C)c3C)ccc2C)c1	-3.8%
CC(=O)c1ccc(NC(=O)CCc2c(C)nc3c(c2C)c(=O)n(C)c(=O)n3C)cc1	1.7%
COc1cc(NC(=O)C(CC(C)C)NS(=O)(=O)c2ccc3c(c2)CCN3C(C)=O)cc(OC)c1 (configuration not stated)	1.3%
COc1ccc(OCC(=O)Nc2ccc(C(=O)OCc3cc(=O)n4nc(C)sc4n3)cc2)cc1	-0.8%
CCc1ccccc1NC(=O)CCCSc1nc(-c2ccco2)cc(C(F)(F)F)n1	0.5%
Cc1ccccc1C(=O)Nc1nc2c(s1)CC(C(C)(C)C)CC2 (configuration not stated)	6.01µM*
Cc1ccccc1NC(=O)CCn1nc(-c2ccccc2)c2ccccc2c1=O	-1.1%
CCc1ccc(C2c3c(oc4ccc(F)cc4c3=O)C(=O)N2CCc2ccc(OC)cc2)cc1 (configuration not stated)	2.0%
CC(C)(C)c1ccc(Oc2nc3ccccn3c(=O)c2/C=C(\C#N)c2nc3ccccc3[nH]2)cc1	0.6%
O=C(COc1ccc(Cl)cc1Cl)Nc1cccc2cccnc12	-2.3%
Cc1ccc(S(=O)(=O)Nc2cc3c(C(=O)OCc4ccccc4)c(C)oc3c3ccccc23)cc1	-5.9%
COc1ccc(CCn2c3c(c(=O)[nH]c2=O)C(NC(=O)c2ccc(C(C)(C)C)cc2)(C(F)(F)F)C(=O)N3)cc1OC (configuration not stated)	?
Cc1ccc(OCCCn2c(-c3ccc(Cl)cc3)nc3ccccc3c2=O)c(C)c1	-8.5%
CC(C)CCNC(=O)c1cc(Sc2ccc(F)cc2F)nc2ccccc12	0.9%

Exported as labelled records: part of the list above
CCCCNC(=O)C1CCN(S(=O)(=O)c2cc(Br)cc3c2N(C(=O)CC)CC3)CC1
  FLuc modulator: -3.1%

CCOC(=O)N1CCc2c(sc3c2c(=O)n(CCc2ccccc2)c(=O)n3Cc2c(F)cccc2Cl)C1
  FLuc modulator: 0.2%

(further entries)
smiles	FLuc modulator
COc1ccc(N2CCN(S(=O)(=O)c3c(C)nc4sc(C)cn4c3=O)CC2)cc1	-1.7%
O=C(CSc1nc2cc(C(=O)NC3CCCC3)ccc2c(=O)n1CC1CCCO1)c1cccc(Cl)c1 (configuration not stated)	-5.5%
CCN(CC)C(=O)Cn1c(=O)n(CCCCCC(=O)NCc2ccc(C)cc2)c(=O)c2sccc21	1.5%
Cc1ccc(S(=O)(=O)c2nnn3c2nc(N2CCOCC2)c2sccc23)cc1C	0.5%
CCCCC(=O)Nc1ccc(OCc2cc(=O)n3c(C)csc3n2)cc1	-1.4%
Cc1ccc(CNc2ncnc3c2c(-c2ccccc2)cn3-c2cccc(Cl)c2)cc1	3.8%
CCCCN(CC)C(=O)Nc1ccc2c(c1)N(C)C(=O)c1ccccc1S2	-1.4%
O=C(CSc1n[nH]c(-c2ccc(F)cc2)n1)NCCc1ccccc1	-18.1%
COC(=O)c1ccccc1NC(=O)Cn1c(=O)n(-c2cccc(C(F)(F)F)c2)c(=O)c2c(C)c(C)sc21	-7.4%
CCc1ccccc1NC(=O)C(C)n1nc(-c2ccc(C)c(C)c2)ccc1=O (configuration not stated)	-11.6%
Cc1ccc(CNc2nc3c(S(=O)(=O)c4ccccc4)nnn3c3ccsc23)cc1	8.0%
Cc1nn2c(-c3cccc(NC(=O)c4ccc(Cl)cc4)c3)nnc2c2ccccc12	-7.8%
Cn1c(SCc2cc(=O)c3cc(Cl)ccc3[nH]2)nnc1-c1ccccc1	-10.4%
Cc1csc2nc(COC(=O)c3cccc(NC(=O)COc4ccccc4Cl)c3)cc(=O)n12	1.2µM*
COc1ccc(C(CNC(=O)COc2ccc(C)cc2)N2CCCCC2)cc1 (configuration not stated)	-5.8%
COc1ccc(NC(=O)Cn2ncc3c2-c2ccccc2OC3)cc1Cl	0.7%
O=C(COC(=O)c1cccc(NC(=O)c2ccc(Br)cc2)c1)c1ccc(Cl)cc1	2.69µM*
CCOc1ccc(S(=O)(=O)N(CC(=O)NCCSc2ccccc2)c2ccccc2)cc1	-4.8%
COCCN(CCOC)c1ncnc2c1c(-c1ccccc1)cn2-c1ccc(C)c(Cl)c1	-7.6%
COc1ccccc1N1CCN(S(=O)(=O)c2ccc3c(c2)CCCN3C(C)=O)CC1	-4.2%
O=C(Cn1c(-c2cccs2)cc2cc(F)ccc21)N1CCN(c2cccc(Cl)c2)CC1	-1.2%
COc1cccc(-c2oc3ccc(C)cc3c(=O)c2O)c1	2.69µM*
Cc1ccc2oc(=O)n(CCNC(=O)Nc3ccc(C)c(F)c3)c2c1	1.6%
Cc1ccccc1CNC(=O)c1cnc2sc(N3CCC(C)CC3)nn2c1=O	2.8%
CCC(=O)N1c2ccc(S(=O)(=O)CCC(=O)NCc3ccc(OC)cc3)cc2CC1C (configuration not stated)	-10.5%

Bioassay records deposited in PubChem by National Center for Advancing Translational Sciences (NCATS).
